High-throughput results deposited in PubChem by The Scripps Research Institute Molecular Screening Center.
SRC1 TRFRET art: counter-screen for PPARgamma SRC-1 recruitment agonists: TR-FRET artefact; TR-FRET ratio at 8 µM; actives 0.34% (n = 99,000); AID 1051; TR-FRET detection artefact counter-screen, emission ratio; hits give high values; in the data active = TR-FRET ratio above about 2300; note: inactives centre near 1800; reference of the scale not given here
SRC3 TRFRET art: counter-screen for PPARgamma SRC-3 recruitment agonists: TR-FRET artefact; actives 0.39% (n = 99,000); TR-FRET ratio at 8 µM; AID 1048; PPARgamma/SRC-3 format; hits give high values; in the data active = TR-FRET ratio above about 2000; note: inactives centre near 1600; reference of the scale not given here
An asterisk follows results filed as active.

1. Cc1ccc(/C=N/NC(=O)c2cccc([N+](=O)[O-])c2)o1
2. O=C(OCc1cnc(Cl)s1)c1c(F)cccc1F
3. CN1CCN(CCCNC(=O)c2cc3c(=O)oc4ccccc4c3s2)CC1
4. CC(C(=O)N1CCCCC1)n1sc2ccccc2c1=O (stereo unspecified)
5. C=CCn1c(SCc2cc(C(C)=O)ccc2OCC)nc2ccccc2c1=O
6. Cc1cc(=O)n2nc(-c3ccccc3)sc2c1C#N
compound no.,1,2,3,4,5,6
SRC1 TRFRET art,2136,1810,1731,1785,1715,1964
SRC3 TRFRET art,1742,1315,1888,1555,1491,1756

3 entries out of the list, sorted by molecular weight, high to low:
5. C=CCn1c(SCc2cc(C(C)=O)ccc2OCC)nc2ccccc2c1=O
3. CN1CCN(CCCNC(=O)c2cc3c(=O)oc4ccccc4c3s2)CC1
1. Cc1ccc(/C=N/NC(=O)c2cccc([N+](=O)[O-])c2)o1
compound no.,5,3,1
SRC1 TRFRET art,1715,1731,2136
SRC3 TRFRET art,1491,1888,1742

Carrying on.
7. O=C(C(=S)N1CCOCC1)c1c[nH]c2ccccc12
8. Cc1ccc(NC(=S)NCc2ccccc2)cc1S(=O)(=O)N1CCCCC1
9. Cc1noc(C)c1COC(=O)CCCNC(=O)c1ccc(Cl)cc1
10. Cc1ccc(S(=O)(=O)Oc2ccccc2/C=N/N=C(N)N)cc1
11. CCOC(=O)C(NCCc1ccccc1)(NC(C)=O)C(F)(F)F (stereo unspecified)
12. COc1ccccc1N1CCN(/N=C/c2cccc(O)c2)CC1
compound no.,7,8,9,10,11,12
SRC1 TRFRET art,2043,2065,1821,2266,1658,1656
SRC3 TRFRET art,1515,1567,1719,1653,1408,1453

13. COC(=O)CSc1nnc(COc2ccc([N+](=O)[O-])cc2)n1C
14. O=C(OCC1O[C@@H](OC(=O)c2cc(O)c(O)c(O)c2)[C@@H](OC(=O)c2cc(O)c(O)c(O)c2)[C@@H](OC(=O)c2cc(O)c(O)c(O)c2)[C@@H]1OC(=O)c1cc(O)c(O)c(O)c1)c1cc(O)c(O)c(O)c1 (stereo partly specified)
15. CCOCCCNC(=O)CN1C(=O)CSc2ccccc21
16. Cc1cccc(N2CCN(Cc3cn(C)nc3-c3ccccc3F)CC2)n1
17. Cc1ccc(OCC(=O)N/N=C/c2ccc3c(c2)OCO3)cc1C
18. COCCN(C(=O)CSc1nnc(Nc2ccc(C)cc2)s1)c1c(N)n(CC(C)C)c(=O)[nH]c1=O
compound no.,13,14,15,16,17,18
SRC1 TRFRET art,2133,1860,1658,1768,1591,1931
SRC3 TRFRET art,1751,1533,1457,1656,1621,1663

Compound profiles, from the list above.
CCOCCCNC(=O)CN1C(=O)CSc2ccccc21 is listed as SRC1 TRFRET art = 1658; SRC3 TRFRET art = 1457
Cc1ccc(S(=O)(=O)Oc2ccccc2/C=N/N=C(N)N)cc1 is listed as SRC1 TRFRET art = 2266; SRC3 TRFRET art = 1653
Cc1ccc(OCC(=O)N/N=C/c2ccc3c(c2)OCO3)cc1C is listed as SRC1 TRFRET art = 1591; SRC3 TRFRET art = 1621

Next section:
19. CCC(=O)c1ccc(OCC(=O)NC2(C#N)CCCCC2)cc1
20. C#CC(C)(C)NC(=O)c1sccc1Oc1ccc(F)cc1[N+](=O)[O-]
21. S=c1[nH]nc(Cc2cccc3ccccc23)o1
22. COCCOC(=O)c1sc2nc[nH]c(=O)c2c1C
23. CN1CCC(OC(=O)COc2ccc(Cl)cc2Cl)CC1
24. Cc1nn2c(SCC(=O)c3cccs3)cc(C(C)(C)C)nc2c1-c1ccccc1
compound no.,19,20,21,22,23,24
SRC1 TRFRET art,2010,1807,1581,1790,1753,2001
SRC3 TRFRET art,1502,1585,1601,1319,1361,1625

25. CCOc1ccc(-n2c(=S)sc3c(=O)[nH]c(SCC(=O)NCC4CCCO4)nc32)cc1 (stereo unspecified)
26. COc1ccc(CN(CC2CCC(C(=O)O)CC2)C(=S)Nc2cccc(C)c2)cc1 (stereo unspecified)
27. CCc1nnc(NC(=O)CSc2nnc(-c3ccoc3C)n2CC(C)C)s1
28. COc1cc(C2C(C#N)=C(N)Oc3n[nH]c(-c4ccccn4)c32)cc(OC)c1OC (stereo unspecified)
29. COC(=O)c1c(N)sc2c1CC(C)(C)OC2
compound no.,25,26,27,28,29
SRC1 TRFRET art,2209,2192,1871,2038,2139
SRC3 TRFRET art,1603,1376,1357,1437,1617
